Screening data: PubChem, several laboratories
PrPC TRFRET: inhibitors of human cell surface prion protein PrPC; P04156; TR-FRET read-out; inhibition, % at 13.8 µM; hit rate 0.43% among 370,000; AID 720596; in the data active = inhibition above about 24%; note: 0% = median of the test wells and 100% = reference compound wells
Yp Topo-I inh: blocks Yersinia pestis topoisomerase I activity; Y. pestis Topo-I cleavage product accumulation, plate reader; activity, % at 10 µM; AID 504884; hit rate 0.064% among 360,000; in the data active = activity above about 50%, passing the limit was not always enough; inconclusive = no clear call, values can overlap the other calls; note: inactives centre near 2
BoNT A protease: BoNT A light chain protease inhibition; multiplex microsphere protease substrate cleavage, flow cytometry; inhibition, % at 10 µM; hit rate 0.17% among 360,000; AID 588499; note: plate controls were buffer without enzyme for full effect and enzyme alone for no effect
Anthrax LF prot: anthrax lethal factor protease inhibition; hit rate 0.12% among 360,000; AID 588501; multiplex microsphere protease cleavage assay, LF; inhibition, % at 10 µM; note: plate controls were buffer without enzyme for full effect and enzyme alone for no effect
PfHsp40 rescue: restores yeast growth despite PfHsp40 toxicity | hit rate 0.68% among 340,000 | AID 504582 | S. cerevisiae expressing PfHsp40, growth rescue, ATP luminescence | growth rescue, % at 12.5 µM; in the data active = growth rescue above about 28%, passing the limit was not always enough; inconclusive = no clear call, values can overlap the other calls;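 note: yeast W303a lacking pdr1 and pdr3 grown in galactose medium; growth measured after three days at 30 °C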
CCHF vOTU inh: blocks the CCHF virus ovarian tumor domain protease; CCHFV vOTU protease, Pep-AMC fluorescence; inhibition, % at 11.5 µM; hit rate 0.55% among 370,000; AID 651958; in the data active = inhibition above about 30%; note: 0% = vehicle wells with enzyme and 100% = no enzyme wells
FadD28 FP inh: inhibitors of Mycobacterium tuberculosis FadD28 bisubstrate binding; hit rate 0.22% among 360,000; inhibition, % at 12.5 µM; FadD28 bisubstrate probe binding, fluorescence polarization; in the data active = inhibition above about 8.5%, passing the limit was not always enough; inconclusive = no clear call, values can overlap the other calls
TcdB GH inh: blocks C. difficile toxin B glycohydrolase activity; P18177; TcdB glycohydrolase enzymatic assay, plate reader; inhibition, % at 9.99 µM; hit rate 0.24% among 350,000; AID 652162; in the data active = inhibition above about 10%
Target sequence (P18177 whole entry, looked up): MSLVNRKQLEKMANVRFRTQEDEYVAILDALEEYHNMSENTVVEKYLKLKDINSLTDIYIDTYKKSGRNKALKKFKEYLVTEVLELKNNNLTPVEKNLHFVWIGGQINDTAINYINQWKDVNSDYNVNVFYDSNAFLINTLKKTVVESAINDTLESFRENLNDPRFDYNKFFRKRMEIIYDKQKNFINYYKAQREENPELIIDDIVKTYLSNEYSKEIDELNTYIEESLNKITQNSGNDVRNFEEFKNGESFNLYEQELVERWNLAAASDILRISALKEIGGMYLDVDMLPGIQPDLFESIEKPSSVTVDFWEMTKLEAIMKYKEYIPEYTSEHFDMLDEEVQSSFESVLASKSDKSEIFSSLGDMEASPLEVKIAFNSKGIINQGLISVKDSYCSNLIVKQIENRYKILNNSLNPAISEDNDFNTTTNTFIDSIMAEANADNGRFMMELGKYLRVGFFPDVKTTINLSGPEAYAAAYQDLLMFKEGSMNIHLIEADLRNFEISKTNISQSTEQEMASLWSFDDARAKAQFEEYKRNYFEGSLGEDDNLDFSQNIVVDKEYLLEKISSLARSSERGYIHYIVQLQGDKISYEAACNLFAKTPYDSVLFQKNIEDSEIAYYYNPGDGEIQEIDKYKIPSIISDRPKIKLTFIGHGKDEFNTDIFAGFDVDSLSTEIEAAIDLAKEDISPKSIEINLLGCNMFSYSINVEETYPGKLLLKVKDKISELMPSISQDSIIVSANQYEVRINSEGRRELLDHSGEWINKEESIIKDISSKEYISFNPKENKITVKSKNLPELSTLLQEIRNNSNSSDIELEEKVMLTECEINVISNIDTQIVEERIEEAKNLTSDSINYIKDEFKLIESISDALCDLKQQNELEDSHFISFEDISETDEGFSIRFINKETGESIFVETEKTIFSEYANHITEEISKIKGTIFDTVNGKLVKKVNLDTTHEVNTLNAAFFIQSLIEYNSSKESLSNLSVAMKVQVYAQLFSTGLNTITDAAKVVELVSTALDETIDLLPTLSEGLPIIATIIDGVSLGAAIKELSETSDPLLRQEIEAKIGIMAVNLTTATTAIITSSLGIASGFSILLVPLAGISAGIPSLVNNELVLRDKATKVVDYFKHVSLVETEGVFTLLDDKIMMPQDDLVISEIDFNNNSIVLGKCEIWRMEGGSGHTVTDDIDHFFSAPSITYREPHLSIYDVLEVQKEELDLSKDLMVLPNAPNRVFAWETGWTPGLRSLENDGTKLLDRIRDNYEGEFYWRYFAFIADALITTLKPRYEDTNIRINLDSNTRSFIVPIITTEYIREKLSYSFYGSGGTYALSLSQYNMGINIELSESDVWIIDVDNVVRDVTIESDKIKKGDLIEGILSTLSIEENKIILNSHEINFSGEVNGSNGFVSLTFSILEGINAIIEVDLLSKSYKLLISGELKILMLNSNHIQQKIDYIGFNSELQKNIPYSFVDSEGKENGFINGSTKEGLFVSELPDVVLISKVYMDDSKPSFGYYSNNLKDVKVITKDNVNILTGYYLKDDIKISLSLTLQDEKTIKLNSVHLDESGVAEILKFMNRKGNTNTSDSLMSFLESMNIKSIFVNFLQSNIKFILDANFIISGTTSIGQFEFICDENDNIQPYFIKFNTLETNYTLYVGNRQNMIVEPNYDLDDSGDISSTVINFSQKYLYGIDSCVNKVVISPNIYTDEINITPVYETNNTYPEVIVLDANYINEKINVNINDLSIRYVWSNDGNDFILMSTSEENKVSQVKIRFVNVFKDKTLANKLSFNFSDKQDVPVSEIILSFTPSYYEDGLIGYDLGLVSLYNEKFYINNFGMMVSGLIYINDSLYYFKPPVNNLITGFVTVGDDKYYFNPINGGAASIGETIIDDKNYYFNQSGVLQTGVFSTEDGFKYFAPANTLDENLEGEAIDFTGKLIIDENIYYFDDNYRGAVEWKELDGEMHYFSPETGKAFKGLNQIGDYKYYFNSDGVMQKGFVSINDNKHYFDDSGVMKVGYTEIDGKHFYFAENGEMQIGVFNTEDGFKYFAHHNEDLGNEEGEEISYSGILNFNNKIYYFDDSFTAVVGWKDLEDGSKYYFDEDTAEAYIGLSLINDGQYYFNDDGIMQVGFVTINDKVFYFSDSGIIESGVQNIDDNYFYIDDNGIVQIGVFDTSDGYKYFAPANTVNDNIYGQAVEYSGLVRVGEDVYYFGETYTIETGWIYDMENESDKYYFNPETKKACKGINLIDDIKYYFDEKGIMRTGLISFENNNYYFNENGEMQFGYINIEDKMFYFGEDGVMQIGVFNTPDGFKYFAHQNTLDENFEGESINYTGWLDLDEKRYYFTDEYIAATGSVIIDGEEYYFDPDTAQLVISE
BoNT-F LC inh: inhibitors of Botulinum neurotoxin F light chain protease; Multiplex microsphere protease cleavage assay, flow cytometry; AID 588497; inhibition, % at 10 µM; hit rate 0.22% among 360,000; in the data active = inhibition above about 35%, passing the limit was not always enough; inconclusive = no clear call, values can overlap the other calls; note: plate controls were buffer without enzyme for full effect and enzyme alone for no effect
An asterisk follows results filed as active; ? = inconclusive; · = no result given; & = joins results of further samples. Cut-off read from the data, not from the text of the source, unless noted: active = inhibition above about 30%; inconclusive = no clear call, values can overlap the other calls; inactive = below that.

no.	Structure	BoNT-F LC inh	Anthrax LF prot	Yp Topo-I inh	PrPC TRFRET	TcdB GH inh	FadD28 FP inh	BoNT A protease	CCHF vOTU inh	PfHsp40 rescue
1	N#Cc1nc(Cc2cccc3ccccc23)oc1NCc1ccco1	-1	-13	35	3	2.7	-2.9	1.2	-14	6.5
2	Cc1cc(N2CCN(C)CC2)ccc1NC(=O)c1ccc(-c2ccc(Cl)cc2)o1	-43	-12	-3	-10	1.4	-1.9	-19	9	0.6
3	CC1Cc2nc(SCC(N)=O)n(Cc3ccccc3)c(=O)c2S1 (stereo not drawn)	-8	-1	-1	10	0.0	-3.8	-0.9	6	-1.4
4	Cc1cc(NC(=O)CCC(=O)N(c2cccnc2)C(C(=O)NC2CCCC2)c2ccccc2)no1 (stereo not drawn)	-9	0	-8	1	·	-1.9	-0.2	7	-0.5
5	COc1ccc(C2C=C(C)Nc3nc(SC)nn32)cc1 (stereo not drawn)	-8	-5	4	-2	·	-1.4	-0.8	-83	-0.6
6	Cc1cc(C)n(CC(=O)N2CCc3ccccc32)c(=O)c1C#N	-5	0	-2	-6	-0.5	-0.4	-1.8	-10	0.2
7	O=C(COC(=O)c1cnccn1)NC(=O)c1ccccc1	16	1	3	-5	0.8	-2.1	4.1	-7	-1.1
8	O=C(CSc1ncnc2c1cnn2-c1ccccc1Cl)N1CCN(C(=O)c2ccco2)CC1	-9	0	22	-1	·	-4.8	-0.1	5	0.3
9	CC(C)(C)c1ccc(C(O)c2ncc(-c3ccc(F)cc3)[nH]2)cc1 (stereo not drawn)	-3	0	-11	-6	0.9	-2.2	-0.3	4	·
10	Cc1ccccc1-n1c(C)nc2sccc2c1=O	4	5	1	-3	·	-1.9	0.1	-4	-1.3
11	CC(C)N(C(=O)Cn1c(SCC(=O)NC2CC2)nc2ccccc21)C(C)C	8	1	-2	-1	0.8	-0.7	-0.6	-5	0.0
12	CC(=O)c1ccc(N2CCN(C3CCC(C(C)(C)C)CC3)CC2)cc1 (stereo not drawn)	-21	-21	22	-3	1.4	-2.7	-3.4	6	0.3

(continued)
no.	Structure	BoNT-F LC inh	Anthrax LF prot	Yp Topo-I inh	PrPC TRFRET	TcdB GH inh	FadD28 FP inh	BoNT A protease	CCHF vOTU inh	PfHsp40 rescue
13	O=C(CC1CCCC1)Nc1nnc(C2CC2)s1	-6	-1	2	1	·	-2.1	-0.1	-9	1.1
14	COc1ccccc1C1CCN(C(=O)c2cccc([N+](=O)[O-])c2)CC1	?	18	3	-1	0.9	-1.8	?	-7	1.4
15	COc1ccc(C(C)=O)cc1CN1C(=O)C(C)ON=C1c1ncccc1C (stereo not drawn)	-1	-6	1	2	1.0	-2.7	0.0	-3	·
16	Cc1cc(C)cc(N(CC(=O)NCc2ccco2)S(=O)(=O)c2c(C)noc2C)c1	-8	-10	8	0	1.9	-0.9	-0.4	7	-1.2
17	COc1ccccc1NC(=O)c1coc(=O)c(Br)c1	?	-2	-3	0	0.3	-4.6	1.0	-23	-1.3
18	Cc1cccc(NC(=S)NC23CN4CN(CN(C4)C2)C3)c1	-6	-2	-2	5	1.3	-0.6	-0.5	-11	-0.5
19	CN(Cc1cccc(F)c1)C(=O)c1ccc(S(=O)(=O)N2CCCCCC2)cc1	0	-5	28	-3	0.3	-2.6	-0.1	5	0.5
20	Cc1c(NC(=O)C(C)OC(=O)c2ncc(Cl)c(Cl)c2Cl)c(=O)n(-c2ccccc2)n1C (stereo not drawn)	-10	-2	4	-5	1.6	0.1	4.3	0	·
21	Cn1c(C2CCCCC2)nc2c1c(=O)[nH]c(=O)n2Cc1ccccc1	2	-4	5	4	1.6	-1.2	-0.9	-2	-0.6
22	O=C(NCCc1cnc[nH]1)Nc1cccc(C(F)(F)F)c1	-11	-4	-8	16	-0.8	-3.1	-2.7	-12	2.0
23	Cc1cc(C)c2cc(C#N)c(NCCOC(=O)c3ccccc3C)nc2c1	-15	7	-1	5	·	-0.4	13	3	1.0
24	C[C@]12c3[nH]c4cc(-c5ccco5)ccc4c3CCN1C(=O)[C@@H](CC(=O)NCCN1CCOCC1)C[C@@H]2C(=O)N1CCCCC1	-1	-5	32	0	1.9	-5.3	0.3	-27	-0.9

Remaining list, next part.
no.	Structure	BoNT-F LC inh	Anthrax LF prot	Yp Topo-I inh	PrPC TRFRET	TcdB GH inh	FadD28 FP inh	BoNT A protease	CCHF vOTU inh	PfHsp40 rescue
25	N#C/C(=N\Nc1ccc(S(=O)(=O)N2CCCCC2)cc1)C(N)=S	-2	-4	-7	-11	-0.3	0.4	0.3	5	1.0
26	CN(CC(=O)Nc1ccc(Cl)c(C(F)(F)F)c1)C(=O)C1CCCO1 (stereo not drawn)	7	-2	5	2	0.3	-1.8	1.1	-7	-1.1
27	CCC1Oc2ccc(C)cc2N(CC(=O)NCC2COc3ccccc3O2)C1=O (stereo not drawn)	-1	-4	9	8	1.5	-1.7	0.2	5	0.7
28	Cc1c(Cl)cccc1NC(=S)NCCc1ccccn1	?	-9	2	6	3.4	-3.1	?	0	0.7
29	Cc1cc(C(=O)Nc2c(C)nn(Cc3ccccc3)c2C)on1	-7	5	-4	3	0.2	-2.1	-1.6	-5	-0.5
30	CC(/C=C/c1ccccc1)=N\NC(=O)Cn1nc(C)cc1C	-5	-2	8	-3	·	-0.1	-1.3	-7	-1.4
31	COc1ccccc1N1CCN(C(=O)NCc2cccc(C(F)(F)F)c2)CC1	-3	-1	-10	2	0.8	-2.3	2.1	12	2.1
32	COc1cc(/C=N/NC(=S)Nc2cccc(Cl)c2C)ccc1OCC(=O)N1CC(C)OC(C)C1 (stereo not drawn)	-14	-5	14	0	·	-22	-0.2	14	1.6
33	O=c1[nH]n(Cc2ccccc2)c2ccccc12	?	-9	4	-3	-37	3.1	0.1	-25	0.7
34	C=CCOC(=O)C1=C(C)OC(N)=C(C#N)C1c1ccc(OC)c(CSc2ccccn2)c1 (stereo not drawn)	-8	-2	-3	8	1.6	-1.8	-0.1	0	-0.1
35	Cc1ccc(S(=O)(=O)N(C)C)cc1NC(=O)C1CCN(C(=O)Nc2ccccc2)CC1	-11	?	8	-3	-1.2	-0.3	1.9	-3	-0.8
36	COc1cccc(CNC(=O)C2=Cc3cccc(OC)c3OC2)c1	0	-4	5	8	0.6	-3.8	-1.5	8	-1.8

Next records follow.
no.	Structure	BoNT-F LC inh	Anthrax LF prot	Yp Topo-I inh	PrPC TRFRET	TcdB GH inh	FadD28 FP inh	BoNT A protease	CCHF vOTU inh	PfHsp40 rescue
37	COc1ccc(-n2ccnc(SCC(=O)NCc3ccccc3Cl)c2=O)cc1	-1	-1	1	-12	0.8	0.7	-0.1	1	0.3
38	Nc1ccc(C(=O)OCC(=O)N2CCN(C(=O)c3ccco3)CC2)cc1[N+](=O)[O-]	4	-2	1	-30	0.1	-0.8	1.0	4	0.9
39	COc1ccc(S(=O)(=O)N(C)C[C@H]2Oc3ccc(NS(=O)(=O)c4cccs4)cc3CC(=O)N([C@H](C)CO)C[C@H]2C)cc1	-4	1	25	-6	-1.2&2.3	-2.1	1.1	-1	0.0
40	COc1cccc(CNC(=O)c2cc(S(=O)(=O)N3CCCC3)cn2C)c1	-8	-14	-2	14	-11	-1.1	-0.8	1	2.7
41	CC(=O)Nc1ccc(S(=O)(=O)NCC(=O)OCC(=O)N2CCN(c3ccccc3)CC2)cc1	-10	-2	-8	-3	0.3	-0.7	-0.6	-7	1.3
42	COc1ccc(S(=O)(=O)Cc2ccc(C(=O)N3CCN(c4ncccn4)CC3)o2)cc1	0	-3	1	5	1.0	-1.7	-0.4	-10	-0.6
43	COC(=O)c1ccc(Oc2nc(NC(C)C)nc(SC)n2)cc1	-5	-2	4	6	·	-3.4	0.1	12	-1.1
44	CCOC(=O)CCn1c(=S)n(CCC(=O)OCC)c2ccccc21	?	-3	-4	1	1.0	-3.3	-8.1	-15	2.7
45	Fc1cccc(C2CCCCN2Cc2nc(C3CC3)no2)c1 (stereo not drawn)	1	-2	8	-8	-0.1	-3.5	0.2	4	0.0
46	CCN(CC)C(=O)COc1coc(CN2CCN(c3cccc(Cl)c3)CC2)cc1=O	-5	-3	-8	4	0.8	-3.5	0.3	7	-0.9
47	C#CCNC(=O)C1=C[C@H](C2CCCCC2)C[C@H](OCc2ccc(CO)cc2)O1	-2	3	25	-1	-2.5&0.7	-6.1	0.2	5	2.1
48	COc1c([N+](=O)[O-])c(=O)oc2ccccc12	-4	0	-1	-1	0.3	-4.1	-0.6	8	-1.0

Single records, from the list above:
`CN(CC(=O)Nc1ccc(Cl)c(C(F)(F)F)c1)C(=O)C1CCCO1` (stereo not drawn) is entered as BoNT-F LC inh: 7; Anthrax LF prot: -2; Yp Topo-I inh: 5; PrPC TRFRET: 2; TcdB GH inh: 0.3; FadD28 FP inh: -1.8; BoNT A protease: 1.1; CCHF vOTU inh: -7; PfHsp40 rescue: -1.1
`Cc1cc(C)cc(N(CC(=O)NCc2ccco2)S(=O)(=O)c2c(C)noc2C)c1` is entered as BoNT-F LC inh: -8; Anthrax LF prot: -10; Yp Topo-I inh: 8; PrPC TRFRET: 0; TcdB GH inh: 1.9; FadD28 FP inh: -0.9; BoNT A protease: -0.4; CCHF vOTU inh: 7; PfHsp40 rescue: -1.2

The listing continues:
no.	Structure	BoNT-F LC inh	Anthrax LF prot	Yp Topo-I inh	PrPC TRFRET	TcdB GH inh	FadD28 FP inh	BoNT A protease	CCHF vOTU inh	PfHsp40 rescue
49	O=C1CC(c2ccccc2Cl)C2=C(COC2=O)N1 (stereo not drawn)	2	-1	-11	3	·	-4.9	0.2	2	-0.8
50	CCC(C)(C)NC(=O)C(c1cccnc1)N(CCOC)C(=O)Cn1nnc2ccccc21 (stereo not drawn)	-8	-3	1	-3	·	-2.1	-0.2	-1	-0.1
51	CC(=O)c1c(C)oc(C)c1CSCc1ccc(C(=O)O)o1	12	0	8	-2	·	0.9	0.7	-32	-0.9
52	COc1cccc(NC(=O)Cn2c(=O)n(C)c(=O)c3sc4c(c32)COC(C)(C)C4)c1	6	2	9	4	0.5	-0.1	2.0	6	-0.1

Two entries from above, as labelled records:
(52) COc1cccc(NC(=O)Cn2c(=O)n(C)c(=O)c3sc4c(c32)COC(C)(C)C4)c1
  BoNT-F LC inh: 6	Anthrax LF prot: 2	Yp Topo-I inh: 9	PrPC TRFRET: 4	TcdB GH inh: 0.5	FadD28 FP inh: -0.1	BoNT A protease: 2.0	CCHF vOTU inh: 6	PfHsp40 rescue: -0.1
(51) CC(=O)c1c(C)oc(C)c1CSCc1ccc(C(=O)O)o1
  BoNT-F LC inh: 12	Anthrax LF prot: 0	Yp Topo-I inh: 8	PrPC TRFRET: -2	TcdB GH inh: ·	FadD28 FP inh: 0.9	BoNT A protease: 0.7	CCHF vOTU inh: -32	PfHsp40 rescue: -0.9
